PMI inhibition = MPI inhibition at elevated mannose 6-phosphate – biochemical, fluorescence intensity, high mannose 6-phosphate, primary screen (AID 1220) | recombinant PMI enzyme, coupled fluorescence intensity; higher % means a stronger effect | inhibition, % at 20 µM, or IC50 in µM where a hit was titrated | 190,000 tested, 0.66% active
Yfh1-depleted yeast = enhancers of respiration in Yfh1-depleted yeast, dose response, Friedreich's ataxia, plus single-dose screen (AID 1465) | S. cerevisiae Yfh1-off respiration, WST-1 reduction, 72 h; higher fold induction means a stronger effect | fold induction at 50 µM; hits with a dose series show EC50 in µM | 220,000 tested, 0.074% active;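 active means fold induction of absorbance versus untreated yeast above a set limit, then at least 30% activation at any dose in follow-up; inconclusive means repeats straddling the limit, or above it without dose testing; inactive means fold induction below the set limit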;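 further: activators that raise dye reduction in frataxin-depleted yeast; strong numbers were not always called active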
MT stabilize HCS = microtubule stabilization, imaging screen; 200,000 tested, 0.83% active; HeLa tubulin immunostaining HCS, 24 h; share of cells brighter than vehicle mean+2SD; % tubulin-high responders, % at 10 µM;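 active means plate Z-score above 3 for both tubulin-high and condensed-nucleus cell shares, with cell loss under 80%, at 10 µM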;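 further: anti alpha tubulin signal scored within the nucleus-defined area of each cell; some results filed as inactive read as strong as hits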
b-catenin transl = alters nuclear translocation of beta-catenin in HeLa cells. nuclear translocation activity, % at 5 µM. immunofluorescence imaging. 190,000 tested, 0.3% active;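 active means nuclear translocation activity above 50% at 5 µM, with a well cell count of 50 or more; inconclusive means wells under 50 cells across six images, flagged as toxic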;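 further: per-cell ratio of nuclear to cytoplasmic median beta-catenin stain intensity; plate controls were DMSO negative control for no effect and GSK-3 inhibitor IX positive control for full effect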
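Test system: HeLa cells, endogenous beta-catenin; Compound: single 5 µM dose plus 0.02–20 µM confirmation series; Times: compound exposure 24 h at 37°C; Signal: fluorescence imaging of beta-catenin antibody stain plus DAPI; Read-out: % activation, nuclear-to-cytoplasmic median beta-catenin signal ratio per cell.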
Ins promoter up = MIN6 insulin promoter up-regulation. MIN6 insulin promoter-GFP reporter, high-content imaging; hits give high values. z-score at 5 µM. 190,000 tested, 0.3% active. AID 1625;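 active means z-score above 3 at 5 µM with at least 500 cells counted in the well; inconclusive means wells under 500 cells, flagged as cytotoxic or low count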
Dynein cargo inh = dynein cargo transport inhibition | 3617.4 mouse cells, GR-EGFP nuclear translocation imaging; test concentration mostly 20 µM; stimulated with dexamethasone, 1 µM; hits give low values | z-score, hits read low | 220,000 tested, 0.47% active | AID 1381;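 active means plate z-score of nuclear minus cytoplasmic receptor signal below a set negative limit, without overly bright fluorescence or cell loss, cut at about -3.5 in these data, passing the limit was not always enough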;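 further: z-score of nuclear minus cytoplasmic ring GR-EGFP intensity difference per well; some compounds called inactive have numbers as strong as hits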
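Also added: dexamethasone, 1.0 µM final. Medium: tet-free, stripped-serum medium. Detection: fixed, Hoechst-stained cells imaged at 10x for EGFP. Read-out: nuclear-to-cytoplasmic GR-EGFP distribution per well. Times: induction 48 h, compound 1 h, agonist 30 min.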
Autophagy mod = modulators of autophagy | 190,000 tested, 0.98% active | MEF GFP-LC3 puncta imaging; test concentration mostly 10 µM | calls only at 10 µM (by protocol);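 active means percentage of spot-positive cells more than 3 SD above its plate mean, without a fluorescence outlier flag or 80% toxicity; inconclusive means no clear call, values can overlap the other calls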;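 further: spot-positive cell cutoff set from DMSO-treated cells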
WT yeast gro inh = growth inhibition of WT yeast, mitochondrial fusion screen; inhibition, % at 10 µM; AID 1362; mitochondrial fusion phenotypic screen, WT strain; 190,000 tested, 2.1% active; in the data active means inhibition above about 58%; tested in S. cerevisiae
PMI inhibitors = inhibitors of human PMI, primary screen, biochemical, fluorescence intensity, coupled assay (AID 1209); 190,000 tested, 0.42% active; inhibition, % at 20 µM; hits with a dose series show IC50 in µM; purified PMI enzyme, coupled fluorescence intensity; higher % means a stronger effect;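 further: plate controls were DMSO vehicle for no effect and wells lacking substrate for full effect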
WT yeast gro inh mutant strain = further read-out of WT yeast gro inh, marked with its call; inhibition, %; mitochondrial fusion phenotypic screen, mutant strain inhibition
Dynein cargo inh cytoplasmic EGFP = further read-out of Dynein cargo inh, marked with its call; z-score; measured here: cytoplasmic GR-EGFP intensity; hits give high values
Dynein cargo inh nuclear GR-EGFP = also measured in Dynein cargo inh; calls as there; z-score; measured here: nuclear GR-EGFP intensity;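 lower value marks the stronger effect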
Dynein cargo inh cell count = further read-out of Dynein cargo inh, marked with its call; z-score; measured here: cell count per field
Ins promoter up cell count = also measured in Ins promoter up; calls as there; cell count; measured here: cytotoxicity, nuclei count;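 total cells summed across four imaged fields per well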
b-catenin transl cell count 5 µM = further read-out of b-catenin transl, marked with its call; cell count; measured here: cell count, cytotoxicity flag
MT stabilize HCS Hoechst-high % = also measured in MT stabilize HCS; calls as there; % Hoechst-high responders; measured here: nuclear condensation Hoechst responders;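 share of cells brighter than vehicle mean plus two SD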
MT stabilize HCS cytotoxicity % = further read-out of MT stabilize HCS, marked with its call; toxicity, %; measured here: cytotoxicity by cell density;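 0% = mean cell density of plate MIN control wells and 100% = no cells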
Autophagy mod cell loss 18 h = recorded beside Autophagy mod, whose call it bears; toxicity, %; measured here: cell loss, nuclei count;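 cell loss after 18 h compound exposure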
* hit, by the source's call; i = inactive; ? = inconclusive; . = no result given. Unless noted, no stated cut-off is given here; in the data, active means inhibition above about 50%; inactive means the rest.

Second line of a record: PMI inhibition, Yfh1-depleted yeast, MT stabilize HCS, MT stabilize HCS Hoechst-high %, MT stabilize HCS cytotoxicity %, b-catenin transl, b-catenin transl cell count 5 µM, Ins promoter up, Ins promoter up cell count, Dynein cargo inh, Dynein cargo inh cytoplasmic EGFP, Dynein cargo inh nuclear GR-EGFP, Dynein cargo inh cell count, Autophagy mod, Autophagy mod cell loss 18 h, WT yeast gro inh, WT yeast gro inh mutant strain, PMI inhibitors
Cc1oc(-c2cccs2)nc1CS(=O)CC(=O)NCCCN1CC(C)CC(C)C1 (stereo unspecified)
→ 5%, i, 3.1, 4.1, 6.0, ., ., -0.64, 936, 0.058, -0.086, 0.064, -0.25, i, 8, 7, 9, 3%
Cc1ccc(-c2nn(-c3ccccc3)cc2C2CC(c3ccccc3)=NN2C(=O)CCC(=O)O)cc1 (stereo unspecified)
→ ., i, ., ., ., 1.0, 1302, -1.4, 1111, 0.061, -0.14, 0.026, -0.095, ., ., ., ., .
CS(=O)(=O)N(CC(=O)NCC1CCCO1)c1cccc([N+](=O)[O-])c1 (stereo unspecified)
→ -10%, i, 4.0, 2.1, 8.2, 0.3, 1515, ., ., 2.6, -0.018, 1.3, -2.5, i, -9, 18, -28, -9%
Clc1cc(Cl)c2nc(N3CCCC3)sc2c1
→ ., i, 3.4, 1.8, 4.6, ., ., ., ., 0.74, -0.45, 0.28, 0.12, i, -6, ., ., .
CCc1nc2ccccc2c(C(=O)NCc2ccc(OC)cc2)c1C
→ -2%, i, 2.0, 2.7, 5.3, 0.9, 1031, 0.48, 1244, -0.16, -0.21, -0.45, 0.8, i, -19, -8, -13, -14%
CCCSC1=C(C#N)C(c2cccs2)CC(=O)N1 (stereo unspecified)
→ ., i, ., ., ., 0.3, 1320, 0.94, 887, 1.9, -0.22, 1.3, -1.9, ., ., ., ., .
O=C(NC(=S)Nc1ccc(Cl)cn1)c1cccs1
→ -5%, i, 1.2, 1.5, 7.2, -2.9, 1334, 0.78, 1202, -0.4, -0.23, -0.068, 0.11, i, 3, -10, -1, 0%
CCC(=O)Nc1nc(=S)ss1
→ 5%, i, 0.7, 1.0, 5.6, ., ., 0.36, 890, 2.6, 0.015, 0.9, -1.1, i, 4, -6, 2, 26%
COC(=O)Cc1c(C)nc2nc(NCc3ccccc3OC)[nH]n2c1=O
→ 3%, i, 2.3, 1.7, 4.9, 2.5, 1383, 4.3*, 1686*, 0.69, -0.23, -0.72, -0.2, i, -7, 2, -1, 7%
COC(=O)c1nnn(-c2ccccc2)c1N
→ 4%, i, 3.0, 2.3, 7.8, -0.7, 1018, ., ., -0.73, -0.25, -0.58, 1.3, i, 8, -1, -5, 0%
CCCCNC(=O)CNC(=S)N(Cc1ccccc1)Cc1cccs1
→ -4%, i, 6.4, 1.2, 9.9, -0.3, 1094, -0.26, 1329, -0.38, -0.27, -0.47, 1.3, i, -8, 4, -18, -5%
COCCn1c(=S)[nH]c2cc(C(=O)NC(C)C)ccc2c1=O
→ -5%, i, 1.7, 1.3, 8.0, 0.2, 1278, 0.25, 1335, 0.48, -0.14, 0.85, 0.16, i, 0, 2, 1, -3%
COCC(=O)N/N=C/c1c(C)[nH]n(-c2ccccc2)c1=O
→ -4%, i, 5.5, 1.7, 5.3, -1.1, 1084, -0.16, 1324, -0.26, -0.3, 0.071, 0.26, i, 16, -7, -1, 32%
CN(C)CCCNc1nc2sc3c(c2c(=O)n1CCc1ccccc1)CCCCC3
→ ., i, ., ., ., -4.7, 1192, -1.9, 1039, 3.1, 2.2, 2, -6, ., ., ., ., .
CCOC(=O)CC(NC(=O)Cn1nnc(-c2ccccc2F)n1)c1ccc(OC)cc1 (stereo unspecified)
→ -5%, i, 5.6, 2.3, 8.0, 1.3, 1058, -0.36, 1166, -0.14, -0.3, 0.6, -0.81, i, 0, -6, 8, -7%
COc1cc(/C=N/Nc2nn3cnnc3c3ccccc23)ccc1O
→ -5%, i, 2.6, 2.3, 9.5, 1.2, 1308, -0.46, 1639, -0.11, -0.2, 0.44, 1.8, i, 17, -5, -1, 0%
Cc1cc(=O)[nH]c(SCC(=O)c2ccccc2)c1C#N
→ -35%, i, 1.4, 2.2, 10, 3.1, 1122, -0.05, 1319, 1.2, -0.16, 1.2, -0.71, i, 15, -21, 23, -13%
COc1nccnc1NS(=O)(=O)c1ccc(NC(=O)c2cccc(C)c2)cc1
→ -4%, i, 1.6, 1.2, 9.0, 0.1, 1496, 0.08, 1513, -0.8, -0.37, -0.65, 0.65, i, -2, 1, -20, -10%
O=C(NNC(=O)C1CCN(Cc2ccccc2)CC1)c1cccs1
→ 4%, i, 2.0, 1.9, 1.2, 0.5, 1548, 0.8, 1433, -0.63, -0.048, -0.17, 0.97, i, -30, 0, 11, -3%
O=C(NCc1ccc2c(c1)OCO2)c1ccco1
→ -1%, i, 2.0, 2.0, 6.0, 0.3, 1071, -0.67, 1268, 2.1, 0.13, 2, -3.2, i, 5, 6, -2, -4%
O=C(CN1CCN(S(=O)(=O)c2ccccc2F)CC1)NC1CCCC1
→ 1%, i, 1.8, 1.1, 9.2, 2.3, 980, 0.12, 1454, -0.54, -0.23, 0.021, 0.16, i, -12, -5, -3, 5%
CCn1c(SCC(=O)c2c(N)n(C)c(=O)n(C)c2=O)nc2sc(C)c(C)c2c1=O
→ -1%, ., ., ., ., -3.6, 651, 0.12, 1628, ., ., ., ., ., ., ., ., -10%
CCc1ccc(Cn2nnc(C(=O)Nc3cccc(C)c3)c2N)cc1
→ 8%, i, 1.9, 3.0, 8.6, ., ., -0.68, 964, -0.84, -0.28, -0.31, 0.77, i, 4, 17, -1, 4%
COc1ccc(C2c3ccsc3CCN2C(=O)NC(C)(C)C)cc1 (stereo unspecified)
→ ., i, ., ., ., -0.8, 1166, 0.35, 1370, -0.8, 0.77, -0.33, 0.69, ., ., ., ., .
O=c1/c(=C\c2cccnc2)sc2nc3ccccc3n12
→ 4%, i, 3.9, 1.1, 19, -2.9, 1215, -0.19, 1288, -0.37, -0.17, -0.077, -0.56, i, 6, -9, -2, 7%
Cc1cc(C)n2c(=O)c3ccc(Cl)cc3nc2c1C#N
→ -4%, i, 2.5, 1.9, 8.8, -1.6, 1075, 0.73, 1189, 0.5, -0.3, 0.37, 0.18, i, -20, 53, 47, 0%
CC(C)C(=O)N=C1NC(=O)CS1
→ -4%, i, 2.4, 2.2, 8.8, -2.4, 554, 0.48, 1269, -0.62, -0.26, 0.26, 0.69, i, 25, -15, -3, -5%
Cc1c(C(=O)OC(C)C)sc(NC(=O)c2cccnc2)c1C#N
→ -20%, i, 4.7, 2.2, 1.1, -2.8, 1324, 0.1, 1606, 0.39, -0.19, 0.77, -0.25, i, 13, 21, 30, -22%
OCCC1CN(Cc2cccn2-c2cccnc2)CCN1Cc1ccccc1 (stereo unspecified)
→ -11%, i, 1.8, 1.8, 5.3, -1.7, 1011, -0.08, 1523, 1.6, -0.17, 1.1, -0.21, i, -17, 2, 3, -1%
Cc1ccc(C(C(=O)NCc2ccco2)N(C(=O)Cc2cccs2)c2cccnc2)cc1 (stereo unspecified)
→ -5%, i, 2.0, 2.4, 0.7, 0.3, 1516, ., ., 1.2, -0.1, 0.74, -1.9, i, -6, -4, -9, -1%
CC1CCN(c2nc3ccc(C(=O)N4CCN(Cc5ccccc5)CC4)cc3s2)CC1
→ 11%, i, 3.5, 4.8, 8.6, ., ., -0.28, 912, -0.94, -0.17, -0.28, 0.056, i, 8, 44, 40, 14%
Cc1ccccc1Nc1ncnc(N)n1
→ -3%, i, 1.6, 1.5, 7.7, 3.7, 1011, -0.61, 1128, -1, -0.23, -0.58, 1.2, i, 14, -4, -15, -5%
CSc1snnc1-c1ccccc1
→ 13%, i, 8.7, 2.2, 9.7, -4.2, 1103, ?, ., -1.2, 0.083, -0.21, 1.7, i, 4, 4, 5, 9%
O=c1sc(N2CCN(c3ccccc3F)CC2)nc2ccsc12
→ 17%, i, 6.7, 1.3, 7.7, -2.2, 1143, -0.16, 1957, 1.4, -0.16, 0.71, -0.75, ., ., 17, 8, 18%
CCOC(=O)c1c(N)nn(C(=O)CC)c1-c1ccccc1
→ -7%, i, 3.3, 2.3, 6.5, -2.8, 1194, 0.43, 1203, 0.54, -0.12, 0.28, 0.29, i, 5, 18, 13, -3%
CCOC(=O)n1c(=O)n(Cc2ccccc2C)c2ccccc21
→ 4%, i, 1.4, 1.1, 6.4, 0.2, 1045, -0.37, 1149, 0.025, -0.29, 0.19, 0.048, i, 5, 5, -35, 3%
CN(CC(=O)Nc1ccccc1N1CCOCC1)S(=O)(=O)c1ccc(Cl)cc1
→ 12%, i, 2.1, 1.4, 6.3, 0.8, 1073, 0.39, 884, -0.12, -0.087, 0.26, 0.69, i, 10, 1, -9, 15%
CCCCC(=O)Nc1ccc(C(=O)NNC(=O)c2ccco2)cc1
→ 4%, i, 2.9, 1.7, 5.7, 0.3, 1363, -0.21, 1613, -0.42, 0.19, 0.14, -0.023, i, 20, -20, -8, -2%
CC(Sc1nc2ccccc2c(=O)[nH]1)C(=O)O (stereo unspecified)
→ -2%, i, 0.9, 1.5, 7.8, -6.8, 1262, 0.06, 1070, -0.78, 0.16, -0.43, 0.52, i, 10, 0, -4, 3%
O=C1CCCS(=O)(=O)c2ccccc21
→ -9%, i, 2.0, 1.9, 5.0, -1.2, 989, ., ., 0.3, -0.3, 0.34, 0.2, i, -2, 0, 3, -4%
O=C(c1cccs1)N1C(=O)c2cccc3cccc1c23
→ 14%, i, 2.7, 1.5, 4.7, -1.6, 845, -0.97, 1585, -0.13, -0.26, 0.6, -1, i, 1, 14, 6, 9%
